Screens deposited in PubChem BioAssay by several laboratories.
Yfh1-depleted yeast: enhancers of respiration in Yfh1-depleted yeast, dose response, Friedreich's ataxia, plus single-dose screen (AID 1465). S. cerevisiae Yfh1-off respiration, WST-1 reduction, 72 h; higher fold induction means a stronger effect. fold induction at 50 µM; hits with a dose series show EC50 in µM. 220,000 compounds, 0.074% hits;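 active = fold induction of absorbance versus untreated yeast above a set limit, then at least 30% activation at any dose in follow-up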;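 also: activators that raise dye reduction in frataxin-depleted yeast; strong numbers were not always called active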
WT yeast gro inh: growth inhibition of WT yeast, mitochondrial fusion screen. AID 1362. inhibition, % at 10 µM. mitochondrial fusion phenotypic screen, WT strain. 190,000 compounds, 2.1% hits; in the data active = inhibition above about 58%; tested in S. cerevisiae
M17LAP inhibition: P. falciparum M17LAP inhibitors, primary screen, biochemical, fluorogenic H-Leu-NHMec substrate, 1536-well (AID 1619); recombinant M17LAP, H-Leu-NHMec fluorogenic kinetic assay; higher % means a stronger effect; inhibition, % at 30 µM, or IC50 in µM where a hit was titrated; 220,000 compounds, 0.38% hits;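 active = compound inhibiting the enzyme by more than half at any dose during confirmatory dose-response retesting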;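 also: plate controls were full reaction with DMSO carrier for no effect and no enzyme background for full effect; strong numbers were not always called active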
b-catenin transl: alters nuclear translocation of beta-catenin in HeLa cells; immunofluorescence imaging; nuclear translocation activity, % at 5 µM; 190,000 compounds, 0.3% hits;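 active = nuclear translocation activity above 50% at 5 µM, with a well cell count of 50 or more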;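 also: per-cell ratio of nuclear to cytoplasmic median beta-catenin stain intensity; plate controls were DMSO negative control for no effect and GSK-3 inhibitor IX positive control for full effect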
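Test system: human HeLa cell line; Doses: 5 µM primary, 0.02–20 µM confirmation; Incubation: 24 h compound exposure, 37°C; Detection: beta-catenin immunofluorescence imaging with DAPI; Read-out: beta-catenin nuclear/cytoplasmic ratio, % activation.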
M1AAP inhibition: P. falciparum M1AAP inhibitors, biochemical, fluorogenic H-Leu-NHMec substrate, 1536-well (AID 1445); recombinant M1AAP, H-Leu-NHMec fluorogenic kinetic assay; higher % means a stronger effect; inhibition, % at 30 µM, or IC50 in µM where a hit was titrated; 220,000 compounds, 0.42% hits;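 active = primary inhibition above the hit cutoff, then over 50% inhibition at one or more dose response concentrations, cut at about 23% in these data, passing the limit was not always enough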;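 also: plate controls were DMSO full reaction for no effect and no enzyme background for full effect; strong numbers were not always called active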
T cell HTS: T cell immune modulation candidate | 2C CD8+ T cell-vesicle binding, flow cytometry; hits give low values | calls only at 7 µM | 330,000 compounds, 0.068% hits;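 active = response, share of CD8 T cells binding vesicles, and their 90th percentile fluorescence all below set limits, cut at about 80% in these data, passing the limit was not always enough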
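Also added: QL9-peptide-loaded Drosophila micro-vesicles bearing Ld, ICAM-1 and B7-1; Test system: purified 2C TCR transgenic mouse naive CD8+ T cells; Measured by: cytometric PE anti-B7-1 and Alexa647 anti-CD8 signals after 1% paraformaldehyde fixation; Timing: binding step 1.5 h, 37 °C, antibody labelling 20 min, ice.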
Autophagy mod: autophagy modulation, high-content screen; calls only at 10 µM (by protocol); MEF GFP-LC3 puncta imaging; test concentration mostly 10 µM; 190,000 compounds, 0.98% hits; AID 463193;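 active = percentage of spot-positive cells more than 3 SD above its plate mean, without a fluorescence outlier flag or 80% toxicity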;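 also: spot-positive cell cutoff set from DMSO-treated cells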
MT stabilize HCS: stabilizes microtubules in HeLa cells; HeLa tubulin immunostaining HCS, 24 h; share of cells brighter than vehicle mean+2SD; % tubulin-high responders, % at 10 µM; 200,000 compounds, 0.83% hits; AID 2205;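 active = plate Z-score above 3 for both tubulin-high and condensed-nucleus cell shares, with cell loss under 80%, at 10 µM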;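 also: anti alpha tubulin signal scored within the nucleus-defined area of each cell; some results filed as inactive read as strong as hits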
Dynein transport: dynein cargo transport inhibition | 3617.4 mouse cells, GR-EGFP nuclear translocation imaging; test concentration mostly 20 µM; stimulated with dexamethasone, 1 µM; hits give low values | z-score, hits read low | 220,000 compounds, 0.47% hits | AID 1381;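 active = plate z-score of nuclear minus cytoplasmic receptor signal below a set negative limit, without overly bright fluorescence or cell loss, cut at about -3.5 in these data, passing the limit was not always enough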;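 also: z-score of nuclear minus cytoplasmic ring GR-EGFP intensity difference per well; some compounds called inactive have numbers as strong as hits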
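Buffer or medium: tet-free medium with charcoal-stripped serum / Also added: dexamethasone agonist, 1.0 µM final, for 30 min / Timing: induction 48 h, compound 1 h, agonist 30 min / Measured by: high-content fluorescence imaging after fixation / Read-out: nuclear-to-cytoplasmic GR-EGFP distribution per well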
WT yeast gro inh mutant strain: further read-out of WT yeast gro inh, marked with its call; inhibition, %; mitochondrial fusion phenotypic screen, mutant strain inhibition
Dynein transport cytoplasmic EGFP: second read-out of Dynein transport, no call of its own (marks repeat the call); z-score; measured here: cytoplasmic GR-EGFP intensity; hits give high values
Dynein transport nuclear GR-EGFP: second read-out of Dynein transport, no call of its own (marks repeat the call); z-score; measured here: nuclear GR-EGFP intensity;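 lower value marks the stronger effect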
Dynein transport cell count: further read-out of Dynein transport, marked with its call; z-score; measured here: cell count per field
b-catenin transl cell count 5 µM: second read-out of b-catenin transl, no call of its own (marks repeat the call); cell count; measured here: cell count, cytotoxicity flag
T cell HTS vesicle-bound %: also measured in T cell HTS; calls as there; double positive events, %; measured here: CD8+ vesicle-bound cell fraction;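 binding gate set so that unloaded-vesicle control wells show 10% double positive cells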
MT stabilize HCS Hoechst-high %: second read-out of MT stabilize HCS, no call of its own (marks repeat the call); % Hoechst-high responders; measured here: nuclear condensation Hoechst responders;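 share of cells brighter than vehicle mean plus two SD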
MT stabilize HCS cytotoxicity %: further read-out of MT stabilize HCS, marked with its call; toxicity, %; measured here: cytotoxicity by cell density;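 0% = mean cell density of plate MIN control wells and 100% = no cells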
Autophagy mod cell loss 18 h: also measured in Autophagy mod; calls as there; toxicity, %; measured here: cell loss, nuclei count;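 cell loss after 18 h compound exposure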
* = called active by the depositor. The order is random; about 4.4% have a hit in one of these screens.

Screening Brc1ccc(Oc2ncc(CN3CCOCC3)s2)cc1 returned Yfh1-depleted yeast inactive, WT yeast gro inh 12.3, M17LAP inhibition -1.1%, M1AAP inhibition 0.3%, T cell HTS inactive, Autophagy mod inactive, MT stabilize HCS 2.5, Dynein transport -0.343, WT yeast gro inh mutant strain 40.8, Dynein transport cytoplasmic EGFP -0.238, Dynein transport nuclear GR-EGFP -0.738, Dynein transport cell count -0.036, T cell HTS vesicle-bound % 51.9, MT stabilize HCS Hoechst-high % 2.3, MT stabilize HCS cytotoxicity % 9.5 and Autophagy mod cell loss 18 h 11.9.
Screening Cc1ccccc1Cn1ccc(NC(=O)c2cc3ncc(Br)cn3n2)n1 returned Yfh1-depleted yeast inactive, WT yeast gro inh 2.8, M17LAP inhibition -8.3%, b-catenin transl -5.1, M1AAP inhibition -1.8%, T cell HTS inactive, Autophagy mod inactive, MT stabilize HCS 3.6, Dynein transport -0.802, WT yeast gro inh mutant strain -13.5, Dynein transport cytoplasmic EGFP -0.286, Dynein transport nuclear GR-EGFP -0.0287, Dynein transport cell count 0.527, b-catenin transl cell count 5 µM 1110, T cell HTS vesicle-bound % 37.6, MT stabilize HCS Hoechst-high % 1.8, MT stabilize HCS cytotoxicity % 4.8 and Autophagy mod cell loss 18 h 9.6.
For COc1ccc(NC(=O)Nc2ccc(F)cc2)c(C)c1 the results were Yfh1-depleted yeast inactive, WT yeast gro inh -1.1, M17LAP inhibition 1.2%, b-catenin transl 5.2, M1AAP inhibition 11.3%, T cell HTS inactive, Autophagy mod inactive, MT stabilize HCS 2.8, Dynein transport -0.245, WT yeast gro inh mutant strain 4.6, Dynein transport cytoplasmic EGFP -0.346, Dynein transport nuclear GR-EGFP 0.403, Dynein transport cell count 0.931, b-catenin transl cell count 5 µM 800, T cell HTS vesicle-bound % 53.3, MT stabilize HCS Hoechst-high % 2.1, MT stabilize HCS cytotoxicity % 6.4 and Autophagy mod cell loss 18 h 14.4.
Screening OCCN(CCO)c1ccc(C(c2ccccc2Cl)c2ccc(N(CCO)CCO)cc2Cl)c(Cl)c1 returned Yfh1-depleted yeast inactive, WT yeast gro inh 5.1, M17LAP inhibition 3.2%, b-catenin transl -2.4, M1AAP inhibition -1.8%, T cell HTS inactive, Autophagy mod inactive, MT stabilize HCS 5.4, Dynein transport -0.34, WT yeast gro inh mutant strain 12.3, Dynein transport cytoplasmic EGFP -0.276, Dynein transport nuclear GR-EGFP 0.109, Dynein transport cell count 0.818, b-catenin transl cell count 5 µM 1126, T cell HTS vesicle-bound % 58.9, MT stabilize HCS Hoechst-high % 2.4, MT stabilize HCS cytotoxicity % 8.6 and Autophagy mod cell loss 18 h 38.0.
CCOc1ccc(NC(=O)CN(C)C(=O)C2CCCC2)cc1OCC was read as Yfh1-depleted yeast inactive, WT yeast gro inh 1.6, M17LAP inhibition -1.3%, b-catenin transl -1.3, M1AAP inhibition 8.2%, T cell HTS inactive, Autophagy mod inactive, MT stabilize HCS 4.3, Dynein transport -0.2, WT yeast gro inh mutant strain 3.0, Dynein transport cytoplasmic EGFP -0.258, Dynein transport nuclear GR-EGFP -0.138, Dynein transport cell count 0.295, b-catenin transl cell count 5 µM 1113, T cell HTS vesicle-bound % 11.5, MT stabilize HCS Hoechst-high % 1.6, MT stabilize HCS cytotoxicity % 4.7 and Autophagy mod cell loss 18 h -27.0.
`COc1ccc(Cl)cc1C(=O)N(Cc1nc(-c2cccc(C)c2)no1)C(C)C` gave Yfh1-depleted yeast inactive, WT yeast gro inh 45.3, M17LAP inhibition -1.6%, M1AAP inhibition 4.6%, T cell HTS inactive, Autophagy mod inactive, MT stabilize HCS 6.5, Dynein transport 0.623, WT yeast gro inh mutant strain 10.7, Dynein transport cytoplasmic EGFP -0.315, Dynein transport nuclear GR-EGFP 0.641, Dynein transport cell count 0.775, T cell HTS vesicle-bound % 25.9, MT stabilize HCS Hoechst-high % 2.5, MT stabilize HCS cytotoxicity % 7.2 and Autophagy mod cell loss 18 h 12.7.
`COC(=O)c1cc(CSc2nnc(-c3ccccc3)c(-c3ccccc3)n2)oc1C` gave Yfh1-depleted yeast inactive, WT yeast gro inh 39.1, M17LAP inhibition 7.0%, b-catenin transl -4.4, M1AAP inhibition 2.9%, T cell HTS inactive, Autophagy mod inactive, MT stabilize HCS 3.7, Dynein transport -0.616, WT yeast gro inh mutant strain 16.3, Dynein transport cytoplasmic EGFP -0.186, Dynein transport nuclear GR-EGFP -0.0605, Dynein transport cell count -0.25, b-catenin transl cell count 5 µM 893, T cell HTS vesicle-bound % 14.5, MT stabilize HCS Hoechst-high % 2.6, MT stabilize HCS cytotoxicity % 7.2 and Autophagy mod cell loss 18 h 23.7.
COc1ccccc1C(OC(=O)c1cccs1)C(=O)NCc1ccco1 (stereo unspecified) was read as Yfh1-depleted yeast inactive, WT yeast gro inh 0.1, M17LAP inhibition 2.2%, b-catenin transl 2.0, M1AAP inhibition 7.5%, T cell HTS inactive, Autophagy mod inactive, MT stabilize HCS 4.0, Dynein transport -0.811, WT yeast gro inh mutant strain 12.3, Dynein transport cytoplasmic EGFP -0.103, Dynein transport nuclear GR-EGFP -0.143, Dynein transport cell count -0.629, b-catenin transl cell count 5 µM 1115, T cell HTS vesicle-bound % 10.2, MT stabilize HCS Hoechst-high % 2.4, MT stabilize HCS cytotoxicity % 7.8 and Autophagy mod cell loss 18 h -3.5.
c1ccc2nc3c(cc2c1)CCCCCC3 was read as Yfh1-depleted yeast inactive, WT yeast gro inh -3.3, M17LAP inhibition 4.0%, b-catenin transl -17.6, M1AAP inhibition 10.8%, T cell HTS inactive, Autophagy mod inactive, MT stabilize HCS 1.2, Dynein transport -0.564, WT yeast gro inh mutant strain -5.2, Dynein transport cytoplasmic EGFP 0.414, Dynein transport nuclear GR-EGFP -0.409, Dynein transport cell count 0.0422, b-catenin transl cell count 5 µM 1154, T cell HTS vesicle-bound % 33.1, MT stabilize HCS Hoechst-high % 1.1, MT stabilize HCS cytotoxicity % 9.4 and Autophagy mod cell loss 18 h -6.5.
CCOC(=O)c1cc(CC)sc1/N=C/C1=C(O)CCCC1=O was read as Yfh1-depleted yeast inactive, WT yeast gro inh -3.4, M17LAP inhibition 2.6%, M1AAP inhibition 13.2%, T cell HTS inactive, Autophagy mod inactive, MT stabilize HCS 1.9, Dynein transport -0.451, WT yeast gro inh mutant strain -4.1, Dynein transport cytoplasmic EGFP -0.255, Dynein transport nuclear GR-EGFP -0.281, Dynein transport cell count 0.114, T cell HTS vesicle-bound % 23.1, MT stabilize HCS Hoechst-high % 3.4, MT stabilize HCS cytotoxicity % 4.6 and Autophagy mod cell loss 18 h 4.6.
`CCN(CC)C(=S)Nc1ccc(Cl)c(Cl)c1` gave Yfh1-depleted yeast inactive, WT yeast gro inh 16.9, M17LAP inhibition 21.2%, b-catenin transl 0.3, M1AAP inhibition 2.4%, T cell HTS inactive, Autophagy mod inactive, MT stabilize HCS 2.5, Dynein transport 1.6, WT yeast gro inh mutant strain 13.6, Dynein transport cytoplasmic EGFP -0.00135, Dynein transport nuclear GR-EGFP 1.94, Dynein transport cell count -3.69, b-catenin transl cell count 5 µM 943, T cell HTS vesicle-bound % 42.5, MT stabilize HCS Hoechst-high % 1.3, MT stabilize HCS cytotoxicity % 2.5 and Autophagy mod cell loss 18 h 5.7.
Cn1c(=O)c(=O)n(C)c2cc(S(=O)(=O)N3CCN(Cc4ccccc4)CC3)ccc21 was read as WT yeast gro inh -15.4, M17LAP inhibition 11.1%, b-catenin transl -0.6, M1AAP inhibition 5.7%, T cell HTS inactive, Autophagy mod inactive, MT stabilize HCS 2.6, Dynein transport -0.414, WT yeast gro inh mutant strain -12.5, Dynein transport cytoplasmic EGFP -0.091, Dynein transport nuclear GR-EGFP -0.124, Dynein transport cell count 0.756, b-catenin transl cell count 5 µM 1390, T cell HTS vesicle-bound % 37.8, MT stabilize HCS Hoechst-high % 3.5, MT stabilize HCS cytotoxicity % 5.2 and Autophagy mod cell loss 18 h 15.3.
For CC1(C)Cc2cccc(OCC(=O)NC3CC3)c2O1 the results were Yfh1-depleted yeast inactive, WT yeast gro inh -6.5, M17LAP inhibition -16.2%, b-catenin transl -3.4, M1AAP inhibition -2.9%, T cell HTS inactive, Autophagy mod inactive, MT stabilize HCS 1.0, Dynein transport -5, WT yeast gro inh mutant strain -1.3, Dynein transport cytoplasmic EGFP 0.53, Dynein transport nuclear GR-EGFP -3.4, Dynein transport cell count -4.88, b-catenin transl cell count 5 µM 1073, T cell HTS vesicle-bound % 36.7, MT stabilize HCS Hoechst-high % 1.5, MT stabilize HCS cytotoxicity % 10.6 and Autophagy mod cell loss 18 h -17.9.
`CCOC(=O)c1c(C)n(CC(COC(C)=O)OC(C)=O)c2ccc(OC(C)=O)cc12` (stereo unspecified) gave Yfh1-depleted yeast inactive, WT yeast gro inh 7.2, M17LAP inhibition 10.9%, M1AAP inhibition 3.8%, T cell HTS inactive, Autophagy mod inactive, MT stabilize HCS 2.0, Dynein transport 0.341, WT yeast gro inh mutant strain -12.5, Dynein transport cytoplasmic EGFP -0.217, Dynein transport nuclear GR-EGFP 0.392, Dynein transport cell count 0.231, T cell HTS vesicle-bound % 48.1, MT stabilize HCS Hoechst-high % 1.2, MT stabilize HCS cytotoxicity % 2.2 and Autophagy mod cell loss 18 h -11.9.
